Screens deposited in PubChem by National Center for Advancing Translational Sciences (NCATS).
EPAC1 ag – qHTS for Agonist of cAMP-regulated guanine nucleotide exchange factor 3 (EPAC1): primary screen | Rap guanine nucleotide exchange factor 3 (Homo sapiens), O95398 | EPAC1 agonist qHTS, biochemical assay; response scale: 100% = response to 6.5 mM cAMP | Potency, µM (top dose mostly 154 µM), for inactives: top-dose activation, hits mostly activators | 360,000 compounds, 0.073% hits | AID 720707, 2013; further: potency means the concentration at half of the fitted maximal effect; nearly all actives have a fitted effect of over 60% in size
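Multi-concentration qHTS readout: loss of Rap1B-bound BODIPY-GDP fluorescence driven by 100 nM EPAC1 with excess GDP (50 uM), monitored kinetically at room temperature; agonist response expressed relative to 6.5 mM cAMP.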
Abeta rescue – qHTS for compounds that reverse cellular toxicity of Amyloid beta (A-beta) peptide in yeast: Primary Screen; Potency, µM (top dose mostly 46.1 µM), without a hit: at the highest dose growth rescue, actives largely listed as activators; 410,000 compounds, 0.063% hits; yeast expressing A-beta42, growth rescue, OD600, 48 h; response scale: 0% DMSO, 100% iron-clioquinol control; further: potency means the concentration at half of the fitted maximal effect; nearly all actives have a fitted effect of over 55% in size
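Yeast A-beta toxicity model in growth medium with pinned compounds, 48 h at 30 C; growth read as absorbance at 600 nm. Normalized to FeCl3/clioquinol equimolar mix (positive) and DMSO (negative).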
WRN helicase inh – qHTS for Inhibitors of WRN Helicase; AID 651768, 2012; 360,000 compounds, 0.46% hits; Potency, µM (series often up to 114 µM), for inactives: at the highest dose activity change, negative = inhibition, actives largely listed as inhibitors; WRN helicase unwinding, fluorescent forked duplex, kinetic; Bifunctional 3'-5' exonuclease/ATP-dependent helicase WRN (Homo sapiens), Q14191; further: potency means the concentration at half of the fitted maximal effect; on the % scale 0 is the no-effect control and ±100 the full control effect; nearly all actives have a fitted effect of over 55% in size
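Enzyme (20 nM final) and test compound sit together 15 min at room temperature before substrate addition. Substrate is a single-forked duplex oligonucleotide (100 nM) labelled with fluorophore and quencher, with 2 mM ATP; helicase unwinding raises red fluorescence, read kinetically.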
PLK1 PBD inh – qHTS for Inhibitors of PLK1-PDB (polo-like kinase 1 - polo-box domain): Primary Screen | Serine/threonine-protein kinase PLK1 (Homo sapiens), P53350 | Plk1 PBD binding of FITC phosphopeptide, fluorescence polarization | Potency, µM, without a hit: max response, negative = inhibition, most hits filed as inhibitors | 360,000 compounds, 2.8% hits; further: potency means the concentration at half of the fitted maximal effect; series mostly up to about 57 µM; on the % scale 0 is the no-effect control and ±100 the full control effect; nearly all actives have a fitted effect of over 65% in size
Target sequence (P53350 whole entry, looked up, the tested form may be a part): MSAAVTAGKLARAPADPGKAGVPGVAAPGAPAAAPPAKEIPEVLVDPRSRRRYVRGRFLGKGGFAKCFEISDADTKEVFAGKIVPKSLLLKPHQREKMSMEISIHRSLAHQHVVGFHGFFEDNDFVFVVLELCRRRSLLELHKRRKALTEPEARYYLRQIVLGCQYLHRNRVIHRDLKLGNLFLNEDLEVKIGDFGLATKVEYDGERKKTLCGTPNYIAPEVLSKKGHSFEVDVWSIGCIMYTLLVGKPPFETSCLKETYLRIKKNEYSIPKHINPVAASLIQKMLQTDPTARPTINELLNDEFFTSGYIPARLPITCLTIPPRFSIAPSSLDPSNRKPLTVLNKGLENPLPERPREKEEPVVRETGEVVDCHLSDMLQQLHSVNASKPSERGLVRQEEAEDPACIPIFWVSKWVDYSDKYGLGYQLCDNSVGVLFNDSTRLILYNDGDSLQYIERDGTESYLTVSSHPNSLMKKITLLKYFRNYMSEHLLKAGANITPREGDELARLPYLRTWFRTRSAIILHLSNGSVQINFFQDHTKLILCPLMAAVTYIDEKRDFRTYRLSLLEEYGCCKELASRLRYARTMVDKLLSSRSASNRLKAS
EPAC1 antag – qHTS for Antagonist of cAMP-regulated guanine nucleotide exchange factor 3 (EPAC1): primary screen | AID 720709, 2013 | Potency, µM (series often up to 115 µM), without a hit: top-dose activity change, negative = inhibition, most hits filed as inhibitors | 360,000 compounds, 0.14% hits | EPAC1 GEF assay, Rap1b-BODIPY-GDP exchange fluorescence;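 further: potency means the concentration at half of the fitted maximal effect; plate controls were vehicle for no effect and positive control for full effect; nearly all actives have a fitted effect of over 50% in size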
IL-2 act – qHTS of IL-2 Activators | IL-2 activation reporter assay, cell-based qHTS; stimulated with anti-CD3/CD4/CD28 beads; in transgenic mouse T cells | activation, % (series mostly up to about 46 µM) | 360,000 compounds, 0.065% hits | AID 652025, 2013; in the data active means activation above about 50%; inconclusive means mostly about 30% to 49%; further: 0% is about no effect
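Using fluorescent plate cytometry, EGFP and DsRed are detected in transgenic mouse T cells stimulated 18 h at 37 degrees C with antibody-coated beads after 60 min compound pretreatment.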
FUS yeast rescue – qHTS for Suppressors of FUS Proteinopathy: Primary screen using FUS-linked yeast assay. AID 1347120, 2019. 390,000 compounds, 0.24% hits. Potency, µM (titrated, usually from 76.6 µM), for the others: top-dose growth rescue (activation), most hits filed as activators. S. cerevisiae FUS-expressing, growth rescue, OD600, 24 h;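 further: potency means the concentration at half of the fitted maximal effect; plate controls were DMSO vehicle for no effect and reference control for full effect; nearly all actives have a fitted effect of over 55% in size; some results filed as inactive show a strong effect at the top dose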
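Compound concentration series was pinned onto galactose-induced FUS-expressing yeast seeded at OD 0.005. Plates sat 24hr at 30C; absorbance at 600 nm gave growth. DMSO served as background control.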
PI5P4Ka inh – qHTS for Inhibitors of phosphatidylinositol 5-phosphate 4-kinase (PI5P4K); max response, %; AID 652105, 2013; 330,000 compounds, 1.2% hits; Phosphatidylinositol 5-phosphate 4-kinase type-2 alpha (Homo sapiens), P48426; PI5P4Kalpha enzyme, ADP-Glo luminescence, 60 min; active compounds read low; active means max response of -50% or lower; inconclusive means between -30% and -50%; inactive means -30% or higher; further: value at the top dose of about 77 µM; on the % scale 0 is the no-effect control and ±100 the full control effect
Target sequence (P48426 whole entry, looked up): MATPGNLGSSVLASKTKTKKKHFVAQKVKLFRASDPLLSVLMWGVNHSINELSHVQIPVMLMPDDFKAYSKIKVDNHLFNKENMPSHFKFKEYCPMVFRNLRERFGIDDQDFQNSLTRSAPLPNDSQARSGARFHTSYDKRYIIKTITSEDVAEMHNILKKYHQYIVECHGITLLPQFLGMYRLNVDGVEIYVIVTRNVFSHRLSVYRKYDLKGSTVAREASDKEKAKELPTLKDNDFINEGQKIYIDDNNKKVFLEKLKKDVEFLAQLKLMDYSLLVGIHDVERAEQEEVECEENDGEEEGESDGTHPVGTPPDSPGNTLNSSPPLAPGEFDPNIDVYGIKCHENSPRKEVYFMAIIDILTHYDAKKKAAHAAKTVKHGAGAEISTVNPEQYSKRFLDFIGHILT
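Single end-point luminescence (ADP-Glo) quantified ADP from PI5P4Kalpha turnover; ATP 5 microM final, 1 h at RT, 0.1% CHAPS and 0.28 mM EGTA in HEPES pH 7.4.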
Starred values were filed as active, the others as inactive; ? = inconclusive; . = not tested or not shown; [ ] = dose if it differs, or a comment. Unless noted, the call rests on the fitted dose curve; in most records, active means well fitted curve in the direction sought with a large enough effect; inconclusive means small, poorly fitted or top-dose-only effect, or another doubt; inactive means no such curve, though single readings can be large; an effect the other way counts as inactive or inconclusive.

Each structure is followed by: FUS yeast rescue, Abeta rescue, EPAC1 ag, EPAC1 antag, PLK1 PBD inh, IL-2 act, PI5P4Ka inh, WRN helicase inh
Cc1ccccc1-c1ccc(CN2C(C)C(=O)N(Cc3cn(Cc4ccco4)nn3)CCS2(=O)=O)cc1 (centres undefined)
 : ?, -1.1%, 3.8%, -23.1%, -10.2%, -0.8, -23.9, -19.2%
Cn1c(=O)c2cc(NC(=S)NCc3ccccc3F)ccc2n1C
 : -2.6%, -3.3%, 7.0%, 4.1%, -2.9%, 1.1, 3.1, 1.7%
COCCSc1ccccc1C(=O)Nc1ccc([N+](=O)[O-])cc1OC
 : -0.3%, 2.9%, -3.3%, 0.0%, 4.7%, 0.3, -3.4, 0.3%
COc1ccc(NC(=O)CSc2ccccn2)cc1OC
 : 23.6%, -3.3%, 9.2%, -21.5%, -4.0%, -0.9, 0.3, -3.3%
Cc1cc2oc(=O)cc(CN3CCCCC3)c2cc1C
 : 11.2%, -9.6%, 6.5%, 3.9%, -7.6%, 5.2, 0.6, 0.1%
O=C(COC(=O)c1ccccc1NC(=O)c1ccco1)NC1CCCCC1
 : -7.6%, -0.2%, 20.7%, -3.0%, -1.5%, 0.2, -7.7, -9.0%
O=C(N/N=C/c1ccccc1Cl)c1ccc(F)cc1
 : 4.3%, 10.3%, -0.9%, 8.9%, 5.1%, 2.1, ., 8.1%
COCc1cccc(-c2csc(C(C)(O)c3ccc(OC)cc3)n2)c1 (centres undefined)
 : 13.4%, 24.3%, -13.0%, -22.5%, -2.2%, -0.7, -5.4, -1.5%
COC(=O)c1ccccc1C(=O)N1CC(O)CO1 (centres undefined)
 : -9.1%, 10.4%, 21.4%, 25.3%, 19.2%, 15.6, 1.3, -15.2%
Cc1cccc(C2=N/C(=C\c3cccs3)C(=O)O2)c1
 : -33.2%, 21.6%, -10.1%, 12.8%, 1.6%, 0.6, 15.9, -5.0%

A run of entries of the results above, as a working copy:
Each structure is followed by: FUS yeast rescue, Abeta rescue, EPAC1 ag, EPAC1 antag, PLK1 PBD inh, IL-2 act, PI5P4Ka inh, WRN helicase inh
COC(=O)c1ccccc1C(=O)N1CC(O)CO1 (centres undefined)
 : -9.1%, 10.4%, 21.4%, 25.3%, 19.2%, 15.6, 1.3, -15.2%
Cc1cccc(C2=N/C(=C\c3cccs3)C(=O)O2)c1
 : -33.2%, 21.6%, -10.1%, 12.8%, 1.6%, 0.6, 15.9, -5.0%

(listing goes on)
Each structure is followed by: FUS yeast rescue, Abeta rescue, EPAC1 ag, EPAC1 antag, PLK1 PBD inh, IL-2 act, PI5P4Ka inh, WRN helicase inh
O=C(O)CSCc1nc2cccnc2n1C1CCCCC1
 : ?, -10.9%, -10.5%, -26.2%, -9.9%, -0.4, 0.0, -1.2%
CCc1ccc(NC(=O)c2cccc(C(=O)Nc3ccc(CC)cc3)n2)cc1
 : ., -3.8%, 0.2%, -15.9%, -10.1%, -4.0, 0.1, ?
COc1ccc(/C=C/C(=O)Nc2ccccc2)cc1OC
 : 6.5%, -8.4%, -0.5%, 7.4%, 1.8%, -4.9, 6.5, -0.6%
O=C(NCc1ccc(F)cc1)C1CCN(S(=O)(=O)c2cccnc2)CC1
 : ?, -6.5%, 10.5%, 3.5%, -14.0%, -4.1, -0.3, 5.2%
CCCCn1c2c(c3ccccc31)CCc1nonc1-2
 : -26.0%, 32.7%, -10.5%, -4.6%, 0.7%, -1.6, -2.7, -7.6%
COc1ccc(C(C)(O)c2nc(-c3ccccc3OC)cs2)cc1 (centres undefined)
 : 11.3%, ?, -0.6%, 0.2%, -7.1%, -0.5, -0.8, -4.9%
CC1(C)CC(=O)C(C(C2=C(O)CC(C)(C)CC2=O)c2cccc(O)c2)C(=O)C1 (centres undefined)
 : 34.7%, -21.2%, 3.7%, 0.7%, ?, 0.3, ., 5.1%
COc1cc(O)c2c(c1)COC2=O
 : -25.2%, 8.8%, 3.0%, 8.5%, 0.4%, -0.5, -9.6, -7.0%
CC(=O)c1cc(-c2ccccc2)[nH]c1N1CCCC1
 : -1.1%, 9.3%, 2.5%, 5.3%, ?, 2.2, -3.7, -0.3%
COc1ccc(CC(N)c2csc(Nc3ccccn3)n2)cc1 (centres undefined)
 : -15.1%, 18.0%, -1.8%, 27.8%, -3.8%, 0.2, 6.9, -0.3%
Cc1ccc(S(=O)(=O)N2CCn3cccc3C2C)cc1 (centres undefined)
 : ., 3.4%, 8.0%, -2.1%, -8.6%, 0.4, 3.3, 1.2%
CCOc1ccc(NC(=O)CCNC(=O)c2ccc(Br)cc2)cc1
 : 10.2%, -20.6%, -1.3%, 6.6%, -6.4%, 1.3, -0.7, 15.8%
O=C(Oc1ccc([N+](=O)[O-])cc1)c1ccc2ccccc2n1
 : -3.2%, 0.4%, 4.6%, 6.5%, -21.6%, -1.1, ., 39.6%[activator]
COC(=O)CCCNC(=O)CCc1nnc(-c2ccc(-c3ccccc3)cc2)o1
 : -12.4%, 5.2%, 0.1%, 0.6%, 0.0%, -2.1, 0.3, -2.8%
CCc1c(C)nc2cc(-c3cc(OC)cc(OC)c3)nn2c1N1CCN(CCN2CCOCC2)CC1
 : -5.0%, 0.8%, 22.3%, -1.6%, -13.7%, -0.5, 4.4, 9.1%
Cc1ccc(C)n1-c1nnc(N2CCC(C(=O)NCCCN3CCN(C)CC3)CC2)s1
 : -8.5%, -8.7%, -1.1%, -11.6%, -16.4%, -2.3, -3.8, 1.8%
CC(O)(c1cccnc1)c1nc(-c2ccc3ccccc3c2)cs1 (centres undefined)
 : ?, 1.9%, -4.3%, -21.8%, 2.2%, -0.9, 18.0, -6.2%[57.1 µM]
CCCCCCC(=O)N/N=C/Cc1ccccc1
 : 15.3%, -12.4%, -2.0%, -14.4%, -9.1%, -2.2, -3.6, 12.1%[57.1 µM]
S=C(NCC1CCCO1)Nc1cc(Cl)c(Cl)cc1Cl (centres undefined)
 : -34.8%, -16.7%, -7.7%, -0.4%, -10.1%, -0.1, 2.4, -4.3%
O=C(NN1C(=O)c2ccccc2C1=O)C1CC2CCC1C2 (centres undefined)
 : 8.2%, 20.2%, -3.3%, -17.0%, -3.0%, -1.5, 2.3, -8.9%
CCOc1ccc(N(CC(=O)NCC(C)C)S(C)(=O)=O)cc1
 : -9.1%, -1.6%, -7.2%, 13.7%, -0.8%, -0.4, 9.0, 9.6%
Cc1ccc([C@@H]2CC=C(C(=O)O)[C@H](c3ccccc3)N2S(=O)(=O)c2ccccc2C)cc1
 : -7.4%, -9.5%, -15.1%, 1.1%, -14.1%, 0.3, -2.7, 1.4%
CN(Cc1c(F)cccc1Cl)C(=O)CNC(=O)c1cccs1
 : 16.4%, 2.1%, 8.3%, 3.0%, -8.3%, -2.0, -0.5, -3.8%
CCOC(=O)C1C(=O)C=C(C)C(C(=O)OCC)C1c1ccc(OC)cc1 (centres undefined)
 : 15.4%, 0.3%, 21.0%, -31.7%, -5.4%, 0.1, ., 9.0%
Cc1cc(C)c2c(=O)[nH]n(C(C)C)c2n1
 : 10.6%, -8.7%, -4.2%, 22.8%, -8.8%, -2.7, -2.5, 5.1%
NC(=O)N/N=C/c1cccc(OCc2ccc(F)cc2)c1
 : 14.3%, -10.6%, 0.6%, -1.8%, 1.2%, 0.8, 3.2, -14.4%[57.1 µM]
O=C(COc1cccc2ccccc12)N/N=C/c1ccncc1
 : 18.0%, -13.7%, -3.1%, 22.5%, -4.7%, 0.1, -3.5, 3.3%
Cc1nn(C)cc1CNC(=O)c1ccccc1Br
 : 21.4%, 1.9%, 8.5%, 21.1%, -8.0%, -4.3, ., 8.4%
Cc1cc(N=NC(=O)c2ccccc2)ccc1O
 : 15.9%, -13.1%, 2.7%, -5.8%, ?, -0.6, -12.0, 4.7%
CCn1c(C(=O)N2CCCC(C(=O)NCCCc3ccccc3)C2)cc2sccc21 (centres undefined)
 : 40.9%, -3.0%, 18.5%, -15.7%, 2.0%, 0.5, ., -14.7%
COc1ccc(N2C(=O)C(CC(=O)Nc3ccccc3)N(Cc3ccc(OC)c(OC)c3)C2=O)cc1 (centres undefined)
 : 43.8%, 2.8%, 10.7%, -9.1%, -10.5%, 0.5, -5.7, ?
CCOc1cc(N2CCOCC2)c(OCC)cc1NC(=O)CN1CCCC1
 : ., 11.2%, 3.4%, 6.6%, -8.1%, 1.4, 4.9, 7.1%
CCOC(=O)C1=C(C(F)(F)F)Nc2ncnn2C1c1cc(OC)c(OC)cc1OC (centres undefined)
 : ., 6.9%, -0.5%, -2.3%, -6.8%, -0.1, -3.1, -8.8%
CCOC(=O)C1=CNS(=O)(=O)NC1c1ccc(C(=O)OC)cc1 (centres undefined)
 : -15.1%, -9.2%, -15.0%, 5.7%, -4.4%, 0.0, -5.4, -7.6%
Cc1cc2cc3c(cc2nc1SCC(=O)Nc1c(C)cccc1C)CCC3
 : -3.7%, 5.4%, 5.1%, 4.5%, -2.5%, 1.7, ., 0.2%
CCOC(=O)/C(C#N)=C1/SC(CC)C(=O)N1c1ccc(C)cc1 (centres undefined)
 : 24.5%, 18.3%, -2.1%, 0.1%, ?, -0.4, 4.1, -4.6%
CC(C)Sc1cc(N2CCCC2)nc(-c2ccccc2Cl)n1
 : 9.5%, 18.7%, 2.9%, -7.9%, -12.4%, -0.3, -1.1, 0.7%
CCOC(=O)C1=CN(CC)CCC1=O
 : -5.1%, 3.8%, -1.2%, 6.5%, 2.7%, 0.0, 1.4, -0.1%
Cn1cccc1CNC1CCCCC1
 : -2.7%, -2.5%, -3.6%, -4.8%, -1.5%, -2.1, ., 4.7%
